From PubChem BioAssay
DAGLB inhibitor: diacylglycerol lipase beta (human) inhibition. Q8NCG7. HEK293T DAGLB membrane lysate, EnzChek fluorogenic substrate. inhibition, % at 5.17 µM. hit rate 0.059% among 340,000. AID 504411; in the data active = inhibition above about 34%;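 also: 0% = enzyme with vehicle and 100% = wells lacking enzyme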
Target sequence (Q8NCG7 whole entry, looked up): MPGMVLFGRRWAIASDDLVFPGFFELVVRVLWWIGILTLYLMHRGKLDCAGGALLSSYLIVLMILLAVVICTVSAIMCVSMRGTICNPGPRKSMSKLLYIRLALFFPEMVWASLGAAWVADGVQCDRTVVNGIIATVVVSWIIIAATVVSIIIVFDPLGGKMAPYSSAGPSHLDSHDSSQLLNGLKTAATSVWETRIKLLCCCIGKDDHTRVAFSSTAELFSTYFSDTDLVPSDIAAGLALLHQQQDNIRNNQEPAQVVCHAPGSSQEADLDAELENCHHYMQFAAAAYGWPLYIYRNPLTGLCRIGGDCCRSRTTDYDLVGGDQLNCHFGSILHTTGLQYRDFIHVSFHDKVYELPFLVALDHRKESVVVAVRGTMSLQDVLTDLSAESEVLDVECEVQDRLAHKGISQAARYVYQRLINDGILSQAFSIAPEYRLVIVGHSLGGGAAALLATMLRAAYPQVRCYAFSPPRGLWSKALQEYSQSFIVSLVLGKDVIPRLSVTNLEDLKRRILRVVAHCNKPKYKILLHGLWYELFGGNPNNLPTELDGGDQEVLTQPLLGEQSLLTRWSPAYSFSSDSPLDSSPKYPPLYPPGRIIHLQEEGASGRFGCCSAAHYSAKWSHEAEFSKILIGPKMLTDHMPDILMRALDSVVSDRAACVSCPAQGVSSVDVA
PKA-R1A act: PKA-R1A complex activation; PKA-R1A dissociation, Cy5-IP20 fluorescence polarization; scaled: DMSO 0%, 113 µM cGMP 100%; activation, % at 11.4 µM; hit rate 0.083% among 340,000; AID 504707;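 active = percent activation above the mean of all tested compounds plus 3 SD, cut at about 19% in these data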;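 also: higher means more PKAc released from R1A so a rise in polarization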
OPRM1-OPRD1 ag: agonists of human mu-delta opioid receptor heterodimerization; P35372+P41143; cells, OPRM1-OPRD1 heterodimerization, luminescence; activation, % at 9.3 µM; hit rate 0.3% among 340,000; AID 504326; in the data active = activation above about 18%;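 also: 0% = vehicle-treated cells and 100% = reference agonist; values of inactives mirror those of a sister screen read the other way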
Arr AP2 block: blocks beta-arrestin peptide binding to AP2 adaptin | FITC-arrestin peptide / GST-AP2 beads, flow cytometry; AP2 beta2 appendage carries R879A mutation | inhibition, % at 10 µM | hit rate 0.31% among 340,000 | AID 504490;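 active = inhibition above a set limit, near 3 SD of compounds lacking own fluorescence, cut at about 54% in these data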;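 also: plate controls were DMSO wells for no effect and 5 µM unlabelled arrestin peptide for full effect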
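System: GST-AP2 R879A glutathione beads | Also added: FITC-arrestin peptide, 50 nM | Times: 12 min plus 1 h, RT | Signal: Bead flow cytometry, FITC channel | Buffer or medium: PBS with 0.05% Tween 20 and 0.1% BSA | Read-out basis: Percent drop in bead-associated FITC signal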
MOR-DOR inv ag: inverse agonist of human OPRM1-OPRD1 heterodimerization | cell-based MOR-DOR heterodimer luminescence, inverse agonism | inhibition, % at 9.3 µM | hit rate 0.21% among 340,000; in the data active = inhibition above about 22%, passing the limit was not always enough;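 also: 0% = cells with DMSO and 100% = wells without cells with DMSO; values of inactives mirror those of a sister screen read the other way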
HTR5A ag: counter-screen for OPRM1-OPRD1 agonists: human HTR5A agonism; hit rate 0.61% among 340,000; HTR5A agonist assay, luminescence, cell-based; AID 504692; activation, % at 9.3 µM; P47898; in the data active = activation mostly above about 9.5%, no sharp cut-off; inactive = mostly below about 7.6%;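 also: 0% = cells with vehicle only and 100% = reference agonist; strong numbers were not always called active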
Target sequence (P47898 whole entry, looked up): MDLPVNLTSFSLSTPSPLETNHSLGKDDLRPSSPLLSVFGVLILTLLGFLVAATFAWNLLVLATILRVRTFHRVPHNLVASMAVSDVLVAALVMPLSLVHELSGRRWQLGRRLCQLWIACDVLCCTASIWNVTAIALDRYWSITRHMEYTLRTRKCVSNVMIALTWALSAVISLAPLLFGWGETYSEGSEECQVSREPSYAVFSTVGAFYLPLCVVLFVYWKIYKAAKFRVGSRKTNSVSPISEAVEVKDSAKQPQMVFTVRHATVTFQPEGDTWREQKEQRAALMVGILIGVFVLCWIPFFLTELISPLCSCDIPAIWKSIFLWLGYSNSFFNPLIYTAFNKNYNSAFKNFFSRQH
PKA-R2B act: PKA-R2B complex activation. hit rate 0.079% among 340,000. AID 504700. PKA-R2B holoenzyme dissociation, Cy5-IP20 fluorescence polarization; R2B truncated from residue 108, S112A mutant; 0% DMSO only, 100% 113 µM cGMP. activation, % at 11.4 µM. P22694+P31323;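 active = activation above a cutoff set at the mean over all compounds plus 3 SD, cut at about 18% in these data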;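 also: higher means more holoenzyme dissociation and a rise in polarization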
V-ATPase pHluor: alters yeast V-ATPase proton transport | AID 504577 | response, % at 10 µM | hit rate 0.37% among 350,000 | S. cerevisiae, pHLuorin cytosolic pH fluorescence; in the data active = response mostly above about 7.3%, no sharp cut-off; inactive = mostly below about 5.4%; also: actives read high; inactives centre near 0; some compounds called inactive have numbers as strong as hits; reference of the scale not given here
DSG3 Ab inh: blocks pemphigus antibody binding to human desmoglein-3 | AID 588358 | hit rate 0.48% among 310,000 | DSG3-coupled beads, scFv-anti-DSG3-GFP binding, flow cytometry; active compounds read low | P32926 | binding (percent of control), % at 10 µM;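 active = binding more than 3 SD below its plate's average and above zero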;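 also: hits lower antibody fragment binding to DSG3; some compounds called inactive have numbers as strong as hits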
HTR5A inv ctr: HTR5A inverse agonism, opioid heterodimer counter-screen; HTR5A cell line, luminescence; inhibition, % at 9.3 µM; hit rate 0.083% among 340,000; in the data active = inhibition mostly above about 23%, no sharp cut-off; inactive = mostly below about 18%;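 also: 0% = cells with DMSO and 100% = no-cell wells with DMSO; some compounds called inactive have numbers as strong as hits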
The depositor's hits bear a star; x = not tested or not shown.

SMILES	DSG3 Ab inh	PKA-R1A act	V-ATPase pHluor	OPRM1-OPRD1 ag	DAGLB inhibitor	PKA-R2B act	MOR-DOR inv ag	HTR5A inv ctr	HTR5A ag	Arr AP2 block
CCOc1ccc(OCC)c(NC(=O)CN2CCC(NC(=O)c3cccc(F)c3)CC2)c1	100	5	-1	-1.4	-5	-5	8	8	-3	0
COC(=O)c1ccc(C(=O)OC)c(NC(=O)COC(=O)c2ccc(OC)c(OC)c2OC)c1	113	1	-1	-1.3	-2	-2	7	-12	3	-6
CC(C)CC(=O)Nc1nnc(CCc2ccccc2)s1	105	-15	0	3.8	-2	-5	-19	7	-2	19
Cc1cc(N(C)C)c(C#N)c(NCc2ccccc2)n1	111	0	1	-0.1	-4	3	1	-15	3	1
COc1ccc(CN2CCN(Cc3ccccc3C(F)(F)F)CC2)c(OC)c1	103	1	2	6.6	-1	6	-32	-11	3	-12
C/C(=N/NS(=O)(=O)c1ccc(C)cc1C)c1ccc2c(c1)OCO2	100	2	9	-4.2	0	7	21	-48	20*	21
Cc1c(C(=O)Nc2cccc(-c3nnc4n3CCCCC4)c2)oc2ccccc12	102	-12	0	-1.6	2	-16	8	1	3	6
COc1cccc(NC(=O)CN(C)C(=O)c2cc3c(s2)CCC(C)C3)c1 (configuration not stated)	105	-3	5	-0.1	-3	-2	0	-4	2	30
Clc1ccccc1CNCc1ccncc1	105	-7	-2	-1.1	2	-3	5	10	-3	14
Cc1cccc(C(=O)N(Cc2ccc(C)o2)C2CCS(=O)(=O)C2)c1 (configuration not stated)	101	4	-4	-2.8	-1	11	14	-17	7	-1
COc1ccc(CNC(=O)CN(C)CC(=O)Nc2ccccc2Br)cc1	105	5	0	-2.4	-2	4	10	5	-2	32
CSc1nnc(NC(=O)c2nc(S(=O)(=O)Cc3cccc(C)c3)ncc2Cl)s1	121	3	2	4.2	6	-4	-21	0	0	5
O=C1/C(=C/c2ccc3c(c2)OCO3)CCC/C1=C\c1ccc2c(c1)OCO2	103	0	-6	-2.2	-11	-13	13	-6	2	12
CC(NC(=O)C(=O)NN=C1CCCCCCCCCCC1)c1ccccc1 (configuration not stated)	x	3	0	-1.6	0	3	10	0	0	-12
Cc1cccc(NC(=O)c2cccc(OC(=S)N3CCOCC3)c2)c1	99	-3	-1	-2.5	-2	-8	13	-2	1	27
O=C(OCC#CCSc1nnc(-c2ccc(Br)cc2)o1)c1cccs1	x	-11	-2	-1.6	-14	-4	9	19	-1	-6
Cc1ccc(NC(=O)COC(=O)c2cccc(C)c2[N+](=O)[O-])cc1S(=O)(=O)N1CCCCC1	x	-12	-2	0.4	-6	4	-2	-13	5	32
O=C(CCC(=O)N1CCN(c2ccc(O)cc2)CC1)c1cccs1	124	-6	-1	3.1	-4	0	-16	-23	-6	-4
CCN1CNC(=S)N(c2ccccc2OC)C1	98	-3	1	-1.5	-5	-8	9	-16	6	4
CCN1CCN(C(=O)c2ccc(N3CC4CC(C3)c3cccc(=O)n3C4)c([N+](=O)[O-])c2)CC1 (configuration not stated)	116	-12	3	-3.1	0	-5	15	5	-2	0
O=C(Nc1cc(C(F)(F)F)ccc1N1CCCCC1)C1=COCCO1	102	1	1	x	-11	-4	x	x	x	x
CCOC(=O)N1CCN(C(=O)c2ccc3c(c2)sc2nc(-c4ccc(OC)cc4)cn23)CC1	105	1	4	0.3	2	2	-2	-46	-9	-7
Cn1c(SCC(=O)N2CCCCC2)nnc1-c1ccc(S(=O)(=O)N2CCOCC2)cc1	106	-7	-2	-2.3	-2	5	12	-11	4	36
COc1cc(C(=O)OCC(=O)Nc2nnc(-c3ccccc3)o2)cc(OC)c1OC	106	-5	4	1.0	0	5	-6	-21	-1	55*
CCn1c(CNC(=O)c2cccc(C)c2)nnc1SCC(=O)Nc1nnc(C)s1	106	16	0	-2.0	1	2	11	-1	-5	2

Other entries:
SMILES	DSG3 Ab inh	PKA-R1A act	V-ATPase pHluor	OPRM1-OPRD1 ag	DAGLB inhibitor	PKA-R2B act	MOR-DOR inv ag	HTR5A inv ctr	HTR5A ag	Arr AP2 block
Cc1cc(NC(=O)CSc2nnc(-c3cccnc3)n2C)no1	100	-2	-4	0.3	2	4	-2	-3	-2	11
COc1ccc(NC(=O)CSc2nnc(-c3ccccc3C)n2N)cc1	110	7	3	-1.9	-4	7	10	-4	1	11
O=C(c1ccc(NC(=S)Nc2ccc(F)cc2F)cc1)N1CCOCC1	92	-9	2	-0.8	0	5	4	9	1	2
CCOC(=O)N1CCc2c(sc3nc4n(c(=O)c23)N=C(C)CS4)C1	96	-6	2	-3.7	5	-2	18	-34	14	12
CCN1CCN(c2nc(-c3ccccc3Cl)nc3ccccc23)CC1	93	1	2	-2.4	3	-4	12	3	-1	3
Cc1ccccc1OCC(=O)Nc1ccc2oc(=O)ccc2c1	94	0	1	0.1	-2	0	-1	-6	3	-2
Cc1occc1-c1nnc(SC(C)C(=O)Nc2ccccc2F)o1 (configuration not stated)	90	6	1	-1.8	1	-7	11	21	-2	8
CN1N=C(C(=O)NC2CCCc3c2cnn3-c2ccc(F)cc2F)CCC1=O (configuration not stated)	103	15	2	-1.4	0	-1	8	-5	1	2
O=C(NCC(F)(F)F)Nc1cccnc1	98	6	-1	0.5	1	2	-2	-5	1	6
Cc1ccc(S(=O)(=O)N2CCN(C(=O)COC(=O)c3cncc(Br)c3)CC2)c(C)c1	x	-3	4	0.1	2	-1	-1	12	-3	23
COc1ccc(NC(=O)Cn2nnc(C(N)=O)c2N)c(OC)c1	102	-1	-2	-2.2	3	-6	13	13	5	-2
CCCc1cc(=O)oc2cc(C)cc(OC(C)C(=O)NCCCN3CCOCC3)c12 (configuration not stated)	110	2	-1	-1.1	0	0	6	4	1	-16
COc1cc(CN2CC(C)OC(C)C2)cc(OC)c1 (configuration not stated)	101	4	-2	-2.3	-3	-6	13	-11	0	27
O=C(NCCc1ccc(Cl)cc1)c1ccc(CS(=O)Cc2ccc(Cl)cc2)o1 (configuration not stated)	99	-8	1	0.3	-2	-6	-1	7	-2	-4
CCCCCCC(=O)NN1CCN(C)CC1	x	3	1	-3.1	2	-9	13	-3	1	-2
C/C(=C\C(=S)Nc1ccccc1)Nc1cccc2ccccc12	111	4	0	3.0	2	-5	-15	5	1	3
NC(=O)COC(=O)/C=C/c1ccccc1[N+](=O)[O-]	100	1	-2	-2.5	-1	4	12	-1	6	13
O=C(N/N=C/c1ccc2c(c1)OCO2)c1cccc(NC(=O)c2ccccc2Cl)c1	104	5	2	-0.4	0	7	2	-2	1	10
Cc1ccc(N(C(=O)CNC(=O)c2ccco2)C(C(=O)NC2CCCCC2)c2cccnc2)cc1C (configuration not stated)	98	8	2	-2.7	2	14	17	-10	0	3
O=C(CCNS(=O)(=O)c1cccc2nsnc12)NCc1ccc(F)cc1	104	-10	0	-2.7	2	0	15	13	-5	13
COCCn1nnnc1SCC(=O)NCc1ccc2c(c1)OCO2	103	-9	-1	-2.9	-1	-4	15	-13	5	-9
Cc1ccc(CSCc2ccc(C(=O)NCC3CCCO3)o2)cc1 (configuration not stated)	100	0	-3	0.1	2	-5	-1	-14	5	2
CN(C)/C=N/c1cc(=O)[nH]c(=O)n1Cc1ccccc1	101	-6	4	-3.1	1	-2	18	-13	4	3
Cc1ccccc1OCCn1cnc2c(N)ncnc21	99	-1	-5	0.5	2	2	-2	-30	8	4
Cc1cc(C)c2nncn2n1	80	-3	3	-0.4	-1	-1	2	-5	2	15

Next section
SMILES	DSG3 Ab inh	PKA-R1A act	V-ATPase pHluor	OPRM1-OPRD1 ag	DAGLB inhibitor	PKA-R2B act	MOR-DOR inv ag	HTR5A inv ctr	HTR5A ag	Arr AP2 block
C[C@@H](N)C(=O)NC[C@H]1O[C@@H](n2cnc3c(N)ncnc32)[C@H](O)[C@@H]1O	98	2	1	-3.4	-3	5	17	-2	1	-6
O=C(NC1CCCCCC1)c1ccc(CS(=O)Cc2cccc(Cl)c2)o1 (configuration not stated)	106	-5	1	1.0	-3	7	-5	-10	-4	5
COc1ccc(S(=O)(=O)N(C)C[C@H]2Oc3c(NS(=O)(=O)c4cn(C)cn4)cccc3C(=O)N([C@H](C)CO)C[C@@H]2C)cc1	104	-3	0	-0.7	1	4	4	12	1	0
O=C(c1cccc(S(=O)(=O)N2CCCCC2)c1)N1CCCCC1	x	6	-3	-0.2	-1	-4	1	-7	2	2
O=C(Cc1cccs1)N1CCC(c2nc3c(nnn3Cc3ccc(F)cc3)c(=O)[nH]2)CC1	103	-3	4	-1.5	-2	12	8	-2	4	-11
O=C(COC(=O)COc1cc(Cl)c(Cl)cc1Cl)NC1CC1	97	4	-2	-2.9	-3	-5	15	-15	4	30
Cc1c(CC(=O)O)c(=O)oc2c(C)c3occ(-c4ccc(F)cc4)c3cc12	104	0	2	-1.7	1	-5	8	7	-2	28
COCCCn1c(SCc2cccc(C(F)(F)F)c2)nc2cc(OC)c(OC)cc2c1=N	99	-8	2	2.1	0	-1	-11	7	0	5
COC(=O)c1cc(OC)c(OC)cc1NC(=O)CSc1ccccc1	99	2	5	3.1	-2	-1	-19	6	0	13
C=CCN(C(=O)CNS(=O)(=O)c1ccccc1)C(C(=O)NCCOC)c1ccncc1 (configuration not stated)	x	1	22*	3.0	-3	-3	-18	18	-3	-1
COc1ccc(-c2nn(-c3ccccc3)cc2C(=O)N(C)CC(=O)Nc2cccc(F)c2)cc1	89	9	-2	2.2	-2	-3	-9	12	-5	-2
CCC(C)NC(=O)C1CCC(CNS(=O)(=O)c2ccc3c(c2)CC(C)N3C(C)=O)CC1 (configuration not stated)	x	-13	1	-0.9	0	-2	4	-7	2	-13
COC(=O)[C@]1(C)N[C@H](c2ccc(-c3ccccc3)cc2)[C@@H]2C(=O)N(C)C(=O)[C@@H]21	100	6	2	1.3	1	1	-7	-2	3	23
O=C1CC(C(=O)Nc2ccc(C(=O)N3CCOCC3)cc2)C2(CCCCC2)O1 (configuration not stated)	108	-3	1	-0.8	-3	-2	5	5	-2	20
O=S1(=O)N=C(N2CCCC2)c2ccccc21	119	3	2	-2.9	2	7	15	-6	1	-11
CC1=C(C(=O)N2CCOCC2)C(c2cccc(C)c2)NC(=S)N1 (configuration not stated)	88	-8	1	-1.8	-1	4	10	-4	2	-4
C=CCN(CC=C)CCOc1ccccc1	97	-4	-4	-2.4	1	3	15	4	-1	0
CC/C(O)=C1\C(=O)CCCC1=NCCc1nc2ccccc2[nH]1	110	-11	2	-1.3	-1	2	6	0	0	-1
COC(=O)c1ccccc1S(=O)(=O)N1CCC(C(=O)Nc2ccccc2N2CCOCC2)CC1	101	-20	-1	-3.2	0	3	13	5	-2	-6
NC(=O)c1cc([N+](=O)[O-])c(Cl)cc1NCc1ccncc1	102	5	-2	-1.3	-2	13	8	-20	-3	3
